V1aR counter: agonists of human V1a receptor, primary screen, counter-screen for OXTR agonist project, fluorescence, CHO-V1R cells; activation, % at 3 µM; hit rate 0.25% among 320,000; Vasopressin V1a receptor (Homo sapiens), P37288; Fluo-8 calcium fluorescence, agonist mode; 0% DMSO, 100% 3 nM vasopressin;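 active = activation above the mean activation of all tested compounds plus 3 SD, per screening run, cut at about 20% in these data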;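 also: signal is peak over basal fluorescence ratio across a 100 second FLIPR read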
VIM-2 inh: VIM-2 metallo-beta-lactamase inhibitors, primary screen, biochemical, epi-absorbance readout, Pseudomonas aeruginosa enzyme; purified VIM-2, nitrocefin hydrolysis, epi-absorbance fluorescence; inhibition, % at 5.6 µM; hit rate 0.89% among 290,000; AID 1527, 2009;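 active = inhibition above the mean of all tested compounds plus 3 SD, cutoff set per screening run, cut at about 7.5% in these data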;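 also: red hydrolysis product quenches plate fluorescence so inhibitors raise well fluorescence; 0% = enzyme with DMSO and 100% = DMSO without enzyme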
IMP-1 inhibitor: IMP-1 metallo-beta-lactamase inhibitors, primary screen, biochemical, epi-absorbance readout, Pseudomonas aeruginosa enzyme | inhibition, % at 5.6 µM | hit rate 0.45% among 290,000 | metallo-beta-lactamase IMP-1 (Pseudomonas aeruginosa) | purified IMP-1, nitrocefin hydrolysis, epi-absorbance fluorescence;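 active = inhibition above the mean plus 3 SD of all compounds in the same screening run, cut at about 4.5% in these data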;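 also: 0% = IMP-1 with DMSO and 100% = DMSO wells lacking enzyme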
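Assay system: purified recombinant IMP-1 beta-lactamase. Input: IMP-1 0.2 nM before substrate addition. Buffer or medium: Zinc- and detergent-supplemented HEPES buffer, pH 7.1. Schedule: 25 °C, 15 min preincubation, 25 min reaction. Signal: Epi-absorbance fluorescence, 480 nm excitation, 530 nm emission. Evaluation: percent inhibition from optical density relative to buffer-blank wells.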
GalR3 antagonist: GalR3 antagonists in HEK293 cells, primary screen, cell-based, fluorescence readout; Galanin receptor type 3 (Homo sapiens), O60755; hit rate 0.44% among 360,000; inhibition, % at 3 µM; AID 651719, 2012; HEK293 GalR3-CNG cAMP membrane potential fluorescence; galR3 body fused to GalR1 C-terminus;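 active = inhibition above the screen-wide average plus 3 SD, cut at about 13% in these data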;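 also: forskolin and galanin both at EC90 stimulate the cells; cAMP rise reported by CNG channel membrane potential dye signal; 0% = forskolin plus galanin with DMSO and 100% = forskolin alone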
Target sequence (O60755 1-299 limits assumed): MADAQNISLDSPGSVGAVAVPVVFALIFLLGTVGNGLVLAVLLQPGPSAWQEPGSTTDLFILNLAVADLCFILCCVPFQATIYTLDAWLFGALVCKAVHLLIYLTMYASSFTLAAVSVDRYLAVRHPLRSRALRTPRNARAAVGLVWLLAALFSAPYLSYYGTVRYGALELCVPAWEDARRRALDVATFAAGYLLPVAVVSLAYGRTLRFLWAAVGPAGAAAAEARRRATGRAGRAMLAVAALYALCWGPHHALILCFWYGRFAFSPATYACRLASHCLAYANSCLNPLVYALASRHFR
OXTR ag: human OXTR agonists, primary screen, fluorescence, CHO-OTR cells, Fluo-8 calcium; activation, % at 3 µM; hit rate 0.32% among 320,000; Fluo-8 calcium fluorescence; normalized: DMSO 0%, oxytocin 100%; Oxytocin receptor (Homo sapiens), P30559;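 active = activation above the mean of all tested compounds plus 3 SD, cutoff set per screening run, cut at about 20% in these data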;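 also: peak over basal fluorescence ratio from a 100 s FLIPR kinetic read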
PHOSPHO1 block: PubChem AID 1565; Phosphoethanolamine/phosphocholine phosphatase (Homo sapiens), Q8TCT1; recombinant PHOSPHO1, absorbance phosphatase assay; inhibition, % at 13.3 µM; hit rate 1.1% among 290,000; in the data active = inhibition above about 60%
Target sequence (Q8TCT1 whole entry, looked up): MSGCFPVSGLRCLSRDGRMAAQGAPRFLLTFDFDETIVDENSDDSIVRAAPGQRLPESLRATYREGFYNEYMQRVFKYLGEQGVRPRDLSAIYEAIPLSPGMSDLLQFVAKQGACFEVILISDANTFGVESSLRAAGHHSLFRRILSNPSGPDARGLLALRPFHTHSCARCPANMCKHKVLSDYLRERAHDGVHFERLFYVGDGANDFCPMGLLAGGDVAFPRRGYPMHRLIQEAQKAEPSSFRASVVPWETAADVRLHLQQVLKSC
HCV NS3 hel inh: inhibitors of HCV NS3 helicase, primary screen, biochemical, Cy5 molecular beacon fluorescence | Hepatitis C virus NS3 helicase | NS3 helicase DNA unwinding | inhibition, % at 10.9 µM | hit rate 0.56% among 290,000;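 active = inhibition above the mean of all tested compounds plus 3 SD, set per campaign, cut at about 35% in these data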;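 also: 0% = DMSO wells and 100% = thioflavine S control wells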
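Assay system: hepatitis C virus NS3 helicase domain fragment enzyme. Also added: annealed dual-labelled DNA beacon duplex, ATP-started. Timing: 1 h reaction at 25 °C, ATP-initiated. Technique: Cy5 fluorescence at 0 and 60 min, beacon hairpin quenching. Evaluation: % inhibition of unwinding. Replication: one well per compound.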
FID counter: compounds displacing fluorescent DNA intercalator, primary screen, artefact control for HCV NS3 helicase inhibitor project, biochemical, FID fluorescence; DNA fluorescent intercalator displacement; inhibition, % at 7.9 µM; hit rate 0.17% among 290,000; AID 1845, 2009; in the data active = inhibition above about 37%;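 also: 0% = vehicle and 100% = reference compound; higher means more ethidium bromide displaced from hairpin DNA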
GPR7 antag: GPR7 receptor antagonists, primary screen, cell-based, fluorescence, single concentration; AID 1861, 2009; hit rate 1.1% among 290,000; GPR7-expressing cells, fluorescence antagonist assay; Neuropeptides B/W receptor type 1 (Homo sapiens), P48145; inhibition, % at 4.4 µM; in the data active = inhibition above about 16%, passing the limit was not always enough;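 also: cells stimulated with the agonist NPW; 0% = agonist with vehicle and 100% = vehicle without agonist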
Target sequence (P48145 whole entry, looked up): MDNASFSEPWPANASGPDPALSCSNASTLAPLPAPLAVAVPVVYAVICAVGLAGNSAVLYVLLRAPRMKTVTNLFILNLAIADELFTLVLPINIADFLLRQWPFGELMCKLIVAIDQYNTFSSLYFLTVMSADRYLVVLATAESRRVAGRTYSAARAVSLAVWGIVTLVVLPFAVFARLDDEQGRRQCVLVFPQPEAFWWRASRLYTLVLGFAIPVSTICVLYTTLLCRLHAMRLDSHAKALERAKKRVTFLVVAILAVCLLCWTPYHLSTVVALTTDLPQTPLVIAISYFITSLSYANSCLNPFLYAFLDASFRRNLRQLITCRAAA
* = called active by the depositor; . = not tested or not shown.

SMILES | V1aR counter | VIM-2 inh | IMP-1 inhibitor | GalR3 antagonist | OXTR ag | PHOSPHO1 block | HCV NS3 hel inh | FID counter | GPR7 antag
COc1ccc(N(Cc2cc3cccc(C)c3[nH]c2=O)C(=O)C2CCCO2)cc1 (stereo unspecified) | 0.2 | -1.8 | -2.7 | -3 | 0.7 | 6 | 7 | -35 | -7
O=C1c2ccccc2C(=O)N1CCSc1ccccc1 | 0.0 | -0.7 | -0.2 | . | -0.7 | 9 | -1 | 1 | -5
COc1ccccc1OCc1csc(NC(=O)c2ccco2)n1 | 1.6 | 2.7 | -0.3 | -5 | -1.9 | 9 | -2 | -9 | 12
O=C(NC1CCCCCC1)c1cc(S(=O)(=O)N2CCOCC2)ccc1F | 0.5 | -3.9 | -1.6 | -10 | 0.1 | 45 | 0 | -24 | -8
Cc1cc(OC(=O)c2ccc(Cl)cc2)cc(=O)n1C | 0.1 | -3.1 | -2.3 | 0 | 0.4 | 42 | 6 | 0 | 0
Cc1cccnc1CNC(=O)C1CCC(=O)N(CCc2cccc(F)c2)C1 (stereo unspecified) | 0.8 | -6.5 | -1.0 | -10 | 1.1 | 40 | 4 | -17 | -6
CCN(CC)C(=O)CSC1=N/C(=C/c2ccco2)C(=O)N1c1ccc(OC)c(Cl)c1 | 0.0 | -3.9 | -1.9 | -6 | -0.1 | -11 | 38* | -26 | 7
COc1ccc(N(C(C)C(=O)N2CCCC2)S(C)(=O)=O)cc1 (stereo unspecified) | -0.1 | -2.9 | -0.7 | 0 | 0.4 | -8 | -1 | -7 | -16
O=C(NCCCN1CCN(c2ccccc2F)CC1)Nc1ccccc1[N+](=O)[O-] | 0.6 | 0.8 | -1.3 | -1 | 1.1 | -4 | -7 | 16 | -2
O=C(NC1CCS(=O)(=O)C1)/C(=C\c1ccc(F)cc1)NC(=O)c1ccccc1 (stereo unspecified) | -0.2 | -2.1 | -4.0 | -5 | 0.2 | 0 | -1 | -1 | -2
CCOC(=O)c1ccc(NC(=O)c2cnccn2)cc1 | . | -3.7 | -0.1 | 0 | . | 39 | -7 | -2 | -11
COc1ccc(/C=C(/NC(=O)/C=C/c2ccccc2)C(=O)NCCCCCC(=O)O)cc1 | 2.5 | -0.9 | -1.3 | 3 | 2.3 | 11 | -1 | -39 | -2
O=C(COc1ccc(S(=O)(=O)N2CCOCC2)cc1)NCC1CCCO1 (stereo unspecified) | 0.0 | -3.3 | -2.7 | -3 | -1.3 | . | 2 | -6 | -9
Cc1c(C(=O)N/N=C/c2ccc(Cl)cc2)[nH]c2ccc(Cl)cc12 | 8.3 | -5.5 | -3.2 | -1 | 4.8 | 7 | 0 | 3 | 3
N[C@@H](Cc1ccccc1)C(=O)N1CCC(C(=O)NCC(=O)NCC(=O)O)CC1 | 0.3 | -3.3 | -2.1 | -7 | 0.7 | -106 | -6 | -2 | 4
COc1cc(-c2nnc(COC(=O)c3cc(C)nc4ccc(C)cc34)o2)cc(OC)c1OC | -0.2 | 0.8 | -3.5 | 0 | -1.6 | -1 | 14 | -3 | -12
COc1ccc(N2CCN(C(=O)Cn3cncn3)CC2)cc1 | 0.5 | 0.9 | 0.5 | 0 | 0.3 | 41 | 10 | 2 | -5
N/C(=N/OCC(=O)Nc1cccc2ccccc12)c1nonc1N | -0.1 | -1.9 | -2.0 | -4 | 0.4 | 4 | 1 | 1 | -3
COc1ccc(Oc2ccccc2C=O)cc1 | -0.2 | -6.3 | -1.5 | 1 | -2.4 | 7 | 3 | 3 | 13
CCCCn1c(N)c(N(CCOC)C(=O)COC(=O)/C=C/c2ccc(Br)cc2)c(=O)[nH]c1=O | 0.2 | -0.4 | -1.6 | -1 | -0.7 | 38 | -10 | -35 | -7
COC(=O)N/N=C/c1ccc(-c2ccc(Cl)cc2Cl)o1 | 0.9 | -2.1 | -0.8 | 8 | -1.1 | 24 | -4 | -13 | -14
O=c1c2cc(Br)ccc2nc(-c2cccc(Cl)c2)n1O | 39* | -5.2 | -3.5 | -9 | 5.6 | 18 | 13 | -24 | -8
COc1ccccc1Oc1ncnc2c1oc1ccccc12 | 0.6 | -0.2 | 0.5 | -3 | -0.3 | 12 | -16 | -32 | 6
COc1ccccc1Oc1ccc2c(c1)C(=O)N(c1cccc3ncccc13)C2=O | . | 0.9 | 0.5 | 58* | . | -4 | -4 | -16 | 0
COCCCNc1nc2c(c(=O)[nH]c(=O)n2C)n1CC(O)COc1cccc(C)c1 (stereo unspecified) | -1.2 | -3.3 | -3.3 | 0 | -1.3 | -2 | 5 | -22 | -8
COc1ccc(C2C(C#N)=C3NC(=O)c4c(sc5c4CCCCC5)N3C3=C2C(=O)CC(C)(C)C3)cc1 (stereo unspecified) | 0.4 | -1.0 | -1.3 | -2 | -2.1 | -123 | 24 | -22 | 0
CCc1ccc(NC(=O)NCC2CCN(Cc3cccc(Cl)c3)CC2)cc1 | 9.4 | -3.3 | -1.8 | -12 | 14 | 42 | -83 | 10 | 14
C/C(=N/O)c1ccc2c(c1)OCCOCCOc1cc(/C(C)=N/O)ccc1OCCOCCO2 | -0.4 | -0.3 | 0.6 | -4 | -1.0 | -27 | -11 | -25 | -1
CC1CCc2ccccc2N1C(N)=Nc1ccccc1 (stereo unspecified) | 0.5 | -1.6 | -2.2 | -2 | 0.7 | -20 | -6 | 6 | 7
COc1ccc(-c2cn3nc4c(nc3n2)CCCC4)cc1 | . | -4.3 | -6.5 | 9 | . | 27 | -10 | -4 | -10
CCOC(=O)C1CCN(C(=O)CCc2nnc3ccc(N4CCN(C)CC4)nn23)CC1 | 0.8 | -1.0 | -3.5 | -9 | -0.2 | 20 | 1 | -3 | -14
OCCNc1nc(-c2ccccc2)c2ccccc2n1 | 0.7 | -2.2 | -3.0 | -1 | 0.6 | 11 | 8 | -2 | 9
COc1ccccc1NC(=O)N1CCc2[nH]c3ccc(F)cc3c2C1 | 2.1 | 0.0 | -0.9 | -2 | 2.1 | 0 | -9 | -11 | 0
COc1ccc(-c2nc(-c3ccccc3)c(-c3cc([N+](=O)[O-])ccc3C)[nH]2)cc1OC | 2.2 | -3.3 | -3.1 | -4 | 0.4 | 21 | 2 | 0 | -5
O=C(O)c1cccnc1Sc1ccccc1Cl | 0.1 | -0.2 | 0.1 | -4 | 0.3 | 7 | 16 | -1 | -1
Clc1ccccc1/C=C/c1ccnc2ccccc12 | 0.8 | -0.3 | -1.3 | -10 | -0.1 | 46 | 11 | -19 | 7
CC1(c2ccc(O)cc2)NC(=O)N(c2ccccc2)N1 (stereo unspecified) | 1.0 | -3.6 | -2.8 | 0 | 0.4 | 7 | 8 | 2 | -12
Cc1c(Cl)ccc(S(=O)(=O)N2CCN=C2c2ccccc2)c1Cl | 0.5 | -0.8 | -1.3 | -3 | -0.2 | -24 | 4 | -4 | 0
O=C(NC(=O)c1ccc(F)cc1)Nc1nc(-c2cccs2)cc(C(F)(F)F)n1 | 0.1 | 0.1 | -0.9 | 1 | 0.2 | 14 | 1 | 2 | -7
COc1cc(SC)ccc1C(=O)NC(C)C | -0.8 | -0.6 | -1.7 | -6 | -2.2 | 43 | 8 | -4 | -13
COc1ccccc1NS(=O)(=O)c1cccc(C(=O)N/N=C/c2ccc(C)o2)c1 | -0.2 | -3.5 | -2.8 | 2 | 0.4 | -4 | 2 | -6 | -13
CCn1c(C)nc2cc(C(=O)OCCC(F)(F)F)ccc21 | 1.5 | -0.1 | -2.0 | 0 | 1.5 | 4 | 6 | -9 | 2
O=C(C1CCCO1)N1CCN(C(=S)Nc2ccc(Cl)c(Cl)c2)CC1 (stereo unspecified) | 2.7 | -3.1 | -0.3 | -2 | 2.9 | -15 | -7 | -3 | 0
CCCCC(=O)N/N=C(\C)CC(=O)Nc1ccccc1Br | -0.2 | -2.5 | -2.9 | 2 | -1.4 | -10 | -8 | -12 | -1
Cn1nccc1C(=O)Nc1ccc(S(=O)(=O)N2CCCC2)cc1 | 3.7 | -3.0 | -2.6 | -4 | 0.8 | -22 | 1 | -9 | -8

Seven of the compounds above, with two lines to a compound.
Below each SMILES: V1aR counter	VIM-2 inh	IMP-1 inhibitor	GalR3 antagonist	OXTR ag	PHOSPHO1 block	HCV NS3 hel inh	FID counter	GPR7 antag
O=C(NC(=O)c1ccc(F)cc1)Nc1nc(-c2cccs2)cc(C(F)(F)F)n1
    0.1	0.1	-0.9	1	0.2	14	1	2	-7
COc1cc(SC)ccc1C(=O)NC(C)C
    -0.8	-0.6	-1.7	-6	-2.2	43	8	-4	-13
COc1ccccc1NS(=O)(=O)c1cccc(C(=O)N/N=C/c2ccc(C)o2)c1
    -0.2	-3.5	-2.8	2	0.4	-4	2	-6	-13
CCn1c(C)nc2cc(C(=O)OCCC(F)(F)F)ccc21
    1.5	-0.1	-2.0	0	1.5	4	6	-9	2
O=C(C1CCCO1)N1CCN(C(=S)Nc2ccc(Cl)c(Cl)c2)CC1 (stereo unspecified)
    2.7	-3.1	-0.3	-2	2.9	-15	-7	-3	0
CCCCC(=O)N/N=C(\C)CC(=O)Nc1ccccc1Br
    -0.2	-2.5	-2.9	2	-1.4	-10	-8	-12	-1
Cn1nccc1C(=O)Nc1ccc(S(=O)(=O)N2CCCC2)cc1
    3.7	-3.0	-2.6	-4	0.8	-22	1	-9	-8

(continued)
SMILES | V1aR counter | VIM-2 inh | IMP-1 inhibitor | GalR3 antagonist | OXTR ag | PHOSPHO1 block | HCV NS3 hel inh | FID counter | GPR7 antag
Cc1ccc(NC(=O)CSc2nc3ccccc3c(=O)n2CCCC(=O)N2CCCC2)cc1 | -0.9 | 0.8 | 10* | -2 | -1.2 | 26 | 0 | 0 | -6
Cc1ccc(S(=O)(=O)NNC(=O)CCC(=O)Nc2ccc(C)cc2C)cc1 | -0.1 | -2.0 | -2.7 | -1 | -2.9 | 1 | 0 | -5 | -6
O=C1Nc2ccccc2Oc2cc([N+](=O)[O-])cc(Oc3ccccc3)c21 | 4.9 | -0.6 | 1.0 | 6 | 2.2 | -7 | 4 | -6 | -13
Cc1ccc(N=Nc2cc(C)ccc2N)cc1 | -1.6 | -1.9 | -2.9 | -3 | -2.4 | 20 | -10 | -1 | -4

Part of the list above, showing only HCV NS3 hel inh:
| mol | HCV NS3 hel inh |
| --- | --- |
| Cc1ccc(NC(=O)CSc2nc3ccccc3c(=O)n2CCCC(=O)N2CCCC2)cc1 | 0 |
| Cc1ccc(S(=O)(=O)NNC(=O)CCC(=O)Nc2ccc(C)cc2C)cc1 | 0 |

From PubChem
